Assay outcomes deposited in PubChem by National Center for Advancing Translational Sciences (NCATS).
BRCA1 expr up: qHTS Assay to Identify Small Molecule Activators of BRCA1 Expression; MCF7-BRCA1-FFLuc reporter, luminescence, 48 h; response scale: scaled: vehicle 0%, 10 µM genistein 100%; 380,000 compounds, 1.1% hits; Potency, µM (titrated, usually from 46.1 µM), for the others: at the top dose activation, most hits filed as activators; AID 624202, 2012; further: potency means the concentration at half of the fitted maximal effect; nearly all actives have a fitted effect of over 80% in size; some results filed as inactive show a strong effect at the top dose
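Compounds are tested at multiple concentrations on MCF7 BRCA1-luciferase reporter cells seeded at 2000 per well; after 48 h, a single luminescence end-point is taken and curves fitted to the normalized data.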
p53 reactivation: qHTS assay for re-activators of p53 using a Luc reporter | Potency, µM (titrated, usually from 92.2 µM), without a hit: top-dose activity change, positive = activation, most hits filed as activators | 320,000 compounds, 0.063% hits | H1299 p53-A138V BP100-luciferase reporter, luminescence, 24 h | AID 504706, 2011; further: potency means the concentration at half of the fitted maximal effect; % of control where 0% means no effect; nearly all actives have a fitted effect of over 45% in size
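H1299 (p53-null), stable ts p53-A138V + BP100-Luc; 1000 cells/well, Opti-MEM/10% FBS; cpd 4 pt, 1:5; 24 h, 37 deg C, 5% CO2; detection reagent 10 min RT; luminescence.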
TRPV1 agonist: HTS Assay for Compounds that Act as Agonists of the Vanilloid Receptor 1. Transient receptor potential cation channel subfamily V member 1 (Homo sapiens), Q8NER1. TRPV1-expressing cells, Fluo-8 calcium influx, agonist mode. 320,000 compounds, 0.19% hits. activation, % at 8.33 µM. AID 540275, 2011; in the data active means activation above about 80%; inconclusive means between about 30% and that limit; further: 0% is about no effect
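TRPV1-expressing cells were cultured overnight at 35.5C and loaded with Fluo-8 calcium dye for 40 to 90 min at room temperature. After a 10 s baseline, compound was added and calcium influx was read kinetically for 3 min (ex 480/em 520 nm).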
ELG1 repair inh: qHTS screen for small molecules that inhibit ELG1-dependent DNA repair in human embryonic kidney (HEK293T) cells expressing luciferase-tagged ELG1; 330,000 compounds, 2.3% hits; Potency, µM (highest dose often 46.1 µM), inactives show at the top dose activity change, negative = inhibition, hits mostly inhibitors; HEK293T ELG1-luciferase reporter, luminescence, 16 h; DNA damage induced by 5-fluorouridine; further: potency means the concentration at half of the fitted maximal effect; on the % scale 0 is the no-effect control and ±100 the full control effect; nearly all actives have a fitted effect of over 55% in size
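Luminescence from the luciferase reporter, measured 30 min after ONE-Glo reagent at room temperature, was the read-out. Beforehand, 2,000 cells per well were exposed for 16 hr at 37 °C to 5-fluorouridine together with compound or vehicle.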
PTAP TSG101 blk: qHTS Assay for Iinhibitors of HIV-1 Budding by Blocking the Interaction of PTAP/TSG101. Tumor susceptibility gene 101 protein (Homo sapiens), Q99816. Fluorescence polarization, FITC-PTAP peptide / Tsg101 binding. Potency, µM (doses to about 115 µM), inactives show top-dose activity change, negative = inhibition, most hits filed as inhibitors. 340,000 tested, under 10 active. AID 493005, 2010; active means well fitted inhibition curve with a large enough effect in the main read-out, with a control signal flat, not every such curve was filed as active; inconclusive means small, poorly fitted or top-dose-only effect, or effect the other way, or a change in a side signal; inactive means no such curve, though single readings can be large or run the other way; further: potency means the concentration at half of the fitted maximal effect; % of control where 0% means no effect
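FP read-out: FITC-PTAP peptide, 50 nM final, binding Tsg101 binding domain, 10 uM final; 20 min, r.t.; 10 mM HEPES pH 7.5, 0.15 M NaCl, 0.01% Tween 20, 3 mM EDTA, 0.1 mM TCEP.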
B2AR arrestin: qHTS assay of beta-arrestin-biased ligands of beta2-adrenergic receptor; Beta-2 adrenergic receptor (Homo sapiens), P07550; beta-arrestin recruitment to beta2AR, cell-based reporter; Potency, µM (doses to about 46.1 µM), for inactives: at the top dose activation, usual class: activators; 330,000 compounds, 0.02% hits;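 further: potency means the concentration at half of the fitted maximal effect; 0% = DMSO controls and full agonism = EC100 isoproterenol or metaproterenol; nearly all actives have a fitted effect of over 65% in size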
TCR act: Activators of T cell receptors: qHTS campaign; AID 504894, 2011; primary human leukocytes, anti-CD3, IL-2 HTRF, 48 h; Potency, µM (highest dose often 9.22 µM), for the others: top-dose activation of IL-2 secretion, hits mostly activators; 330,000 tested, under 10 active; further: % of control where 0% means no effect
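Activity was scored as IL-2 release from primary human leukocytes given only a TCR signal (a-CD3 beads) plus compound for 48 hr. Detection used a two-antibody HTRF format read at 665nm.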
AT treatment: qHTS Assay for Identifying a Potential Treatment of Ataxia-Telangiectasia | […] A-T fibroblasts, KAP-1 phosphorylation AlphaLISA; neocarzinostatin DNA damage 30 min before lysis | AID 485349, 2010 | 320,000 compounds, 0.19% hits | Potency, µM (titrated, usually from 57.5 µM), for inactives: top-dose activation, usual class: activators; further: potency means the concentration at half of the fitted maximal effect; % of control where 0% means no effect; nearly all actives have a fitted effect of over 45% in size
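ATM-like activity read as KAP-1 phosphorylation via AlphaLISA donor/acceptor antibody pairs after lysis and 6 hr at 25C. Cells were ATM-null patient fibroblasts ([…], hTERT), dosed 60 min, then exposed to the DSB inducer NCS for 30 min.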
Integrin act MD: qHTS for Activators of Integrin-Mediated Alleviation for Muscular Dystrophy; alpha7betagal myoblasts, beta-gal FDG fluorescence, 48 h; AID 624291, 2012; 350,000 compounds, 0.064% hits; Potency, µM (highest dose often 38.3 µM), for the others: at the highest dose activation, actives largely listed as activators;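 further: potency means the concentration at half of the fitted maximal effect; 100% = response of the positive control SU9516; nearly all actives have a fitted effect of over 60% in size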
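alpha7betagal+/- myoblasts (passage 13, 250/well) treated 48 h at 37C with compounds at 1:260 dilution of DMSO stock. Lysed, then beta-galactosidase activity read as FDG fluorescence (ex 480/em 540) after 30 min, with pre-read for autofluorescence.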
MLL CXXC-DNA inh: qHTS Fluorescence Polarization Assay for Inhibitors of MLL CXXC domain - DNA interaction; MLL-CXXC / FITC-HOXA9 DNA fluorescence polarization; Potency, µM (highest dose often 115 µM), for inactives: top-dose activity change, negative = inhibition, most hits filed as inhibitors; 290,000 compounds, 0.037% hits; active means well fitted inhibition curve with a large enough effect in the polarisation, with a control signal flat, not every such curve was filed as active; inconclusive means small, poorly fitted or top-dose-only effect, or effect the other way, or a change in a side signal; inactive means no such curve, though single readings can be large or run the other way; the % refers to the polarisation; further: potency means the concentration at half of the fitted maximal effect
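Purified MLL-CXXC (added from a 7 uM solution) was preincubated 5 min at ambient with pinned compounds in 50 mM Tris-HCl pH 7.5, 50 mM NaCl, 1 mM DTT, 0.05% BSA. Fluorescein-labeled HOX-A9 DNA (50 nM solution) followed, 30 min, then polarization read.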
Numbers without * were called inactive; ? = inconclusive; . = not tested or not shown; [ ] = remark or other dose. Unless noted, the call rests on the fitted dose curve; in most records, active means well fitted curve in the direction sought with a large enough effect; inconclusive means small, poorly fitted or top-dose-only effect, or another doubt; inactive means no such curve, though single readings can be large; an effect the other way counts as inactive or inconclusive.

SMILES	BRCA1 expr up	p53 reactivation	TRPV1 agonist	ELG1 repair inh	PTAP TSG101 blk	B2AR arrestin	TCR act	AT treatment	Integrin act MD	MLL CXXC-DNA inh
CN(C)S(=O)(=O)c1ccc2oc(SCC(=O)c3c(N)n(C4CC4)c(=O)[nH]c3=O)nc2c1	6.5%	9.0%	1.2	?	-3.2%	0.2%	57.8%	-2.6%	0.8%	.
C/C(=N\N=C(N)N)c1cccc(Cl)c1	-17.7%	-7.3%	2.8	-12.6%	1.4%	0.4%	5.6%	2.8%	0.0%	2.4%
Cc1cccc(C(=O)OCC(=O)N(C)c2ccccc2)c1C	12.1%	10.1%	13.6	-1.5%	-1.0%	-0.4%	-1.9%	-2.0%	24.3%	-2.7%
Cc1c(C(c2cccc(Br)c2)c2c(C)n(C)n(-c3ccccc3)c2=O)c(=O)n(-c2ccccc2)n1C	-2.4%	-58.6%[inhibitor]	1.4	2.1%	-2.8%	-0.3%	4.7%	8.5%	-23.5%	-17.3%
CN(C)C(CNC(=O)c1ccc(S(=O)(=O)Nc2ccccc2)cc1)c1ccco1 (stereo not given)	-10.4%	2.3%	-0.2	-3.6%	-4.4%	-0.2%	8.4%	1.4%	19.0%	.
C=C(C)Cn1c(=O)c2c(nc3n2CCCN3Cc2ccccc2)n(C)c1=O	-1.0%	1.0%	3.5	15.7%	-2.1%	-0.4%	-6.8%	-4.0%	16.0%	2.1%
COc1ccc(NC(=O)N(C)C[C@@H]2Oc3c(NC(=O)Nc4c(C)noc4C)cccc3C(=O)N([C@@H](C)CO)C[C@@H]2C)cc1	-0.7%	3.0%	.	11.5%	-0.2%	-1.6%	-10.0%	5.8%	10.6%	.
Cc1ccc(C)c(NC(=O)Cn2nnc(C(=O)NCc3cccs3)c2N)c1	-77.9%	4.5%	.	?	-8.1%	0.1%	5.3%	3.8%	-10.3%	54.9%[activator]
CC(=O)Nc1nonc1-c1nc2ccccc2n1C	-27.0%	?	2.4	?	-2.3%	0.7%	-2.4%	15.3%	-0.4%	6.1%
NNC(=O)c1cccc(S(=O)(=O)Nc2cccc(C(F)(F)F)c2)c1	-5.7%	-3.8%	-0.5	7.0%	-1.7%	-0.4%	-3.5%	-7.9%	26.2%	-1.9%
O=C(O)CC1S/C(=N/N=C/c2ccc(-c3ccc(Cl)cc3[N+](=O)[O-])o2)NC1=O (stereo not given)	-21.2%	1.9%	4.2	-8.1%	-11.6%	0.3%	-9.8%	-4.3%	-10.6%	?
CCN(CC)S(=O)(=O)c1ccc(OCC2CCCCO2)c([N+](=O)[O-])c1 (stereo not given)	-3.9%	1.6%	7.9	-11.9%	-0.8%	-0.1%	1.4%	3.6%	-4.8%	-1.5%
O=C(c1ccc(Br)c(S(=O)(=O)N2CCOCC2)c1)N1CCN(C/C=C/c2ccccc2)CC1	-26.4%	.	.	.	-3.2%	.	5.3%	.	-15.9%	.
O=C(c1ccc(NC(=S)NCc2ccc(Cl)cc2)cc1)N1CCCCC1	-5.3%	0.5%	-4.9	?	-3.1%	0.1%	-5.9%	14.3%	0.9%	-0.9%
Clc1ccc(CSc2nnc(/C=C/c3ccccc3)o2)c(Cl)c1	-67.1%	7.0%	-2.7	-16.5%	-1.8%	-0.2%	3.7%	-6.5%	-7.6%	-6.2%
O=C(CSc1nnc(NC(=O)c2ccccc2F)s1)Nc1ccccc1F	-27.7%	12.4%	-3.2	?	1.2%	-0.3%	-9.4%	-0.1%	8.2%	7.2%
Nc1c(C(=O)N2CCOCC2)oc2ccccc12	14.6%	11.9%	-0.4	?	-3.8%	-0.1%	6.6%	-18.4%	30.8%	15.4%
CS(=O)(=O)N(Cc1ccccc1)c1ccc(C(=O)NCC2CCCO2)cc1 (stereo not given)	11.8%	-9.5%	6.7	-2.4%	-2.2%	-0.1%	0.7%	1.9%	?	11.0%
Cc1cc(C(F)(F)F)n2nc(-c3cnn(C)c3C(F)(F)F)c(Br)c2n1	-0.4%	-2.3%	-3.6	-9.7%	-5.4%	-0.1%	-0.1%	-1.4%	?	3.4%
Cc1nn2c3c(cnc2c1-c1ccc(Cl)cc1)C(=O)CC(c1ccco1)C3 (stereo not given)	-47.0%	-2.4%	-1.8	5.4%	-9.0%	0.1%	-5.9%	4.2%	-15.6%	14.6%
COc1ccc(NS(=O)(=O)c2ccc(O)c(C(=O)OCC(=O)NC3CCCCC3)c2)cc1	23.5%	1.6%	2.7	0.9%	-2.3%	0.4%	0.3%	-1.0%	?	2.0%
COc1ccccc1N(C(=O)CNC(=O)c1ccco1)C(C(=O)NC1CCCCC1)c1ccncc1 (stereo not given)	-15.5%	1.4%	8.8	2.4%	0.0%	-0.1%	7.5%	-12.3%	?	-0.5%
CCOC(=O)c1ccc(N2C(=O)CC(N3CC(C)OC(C)C3)C2=O)cc1 (stereo not given)	4.3%	1.7%	0.3	9.8%	-0.1%	-0.5%	6.8%	-5.5%	-6.9%	-2.5%
COc1cc(C(C)=O)ccc1OCC(=O)Nc1cc(C)on1	47.5%	12.8%	.	?	-1.0%	-0.9%	2.9%	2.5%	10.3%	.
COc1cccc(CC(=S)N2CCOCC2)c1	-11.6%	10.8%	0.7	19.3%	-3.8%	-0.8%	-2.4%	-3.9%	-10.7%	1.9%
Further compounds.
SMILES	BRCA1 expr up	p53 reactivation	TRPV1 agonist	ELG1 repair inh	PTAP TSG101 blk	B2AR arrestin	TCR act	AT treatment	Integrin act MD	MLL CXXC-DNA inh
O=C(O)c1ccccc1C(=O)Nc1ccccc1[N+](=O)[O-]	-1.0%	2.1%	-2.1	-2.1%	-2.4%	0.1%	-2.9%	1.4%	3.3%	-3.8%
Cc1ccc(-c2cc(C(=O)NCCCN3CCOCC3)c3ccccc3n2)cc1	-18.2%	0.4%	12.5	11.5%	-1.3%	-0.5%	-2.9%	-2.8%	5.8%	.
CN(C)CCN(Cc1ccco1)c1ccccn1	-18.4%	.	.	.	-2.7%	.	-10.7%	.	0.0%	.
O=C(CCC(=O)N1CCOc2ccc(Cl)cc21)NCCCN1CCN(c2ccccc2F)CC1	-19.4%	.	3.0	1.6%	1.1%	0.0%	-1.3%	-6.1%	-6.7%	.
CCn1c(COc2ccc(=O)n(-c3ccccc3)n2)nnc1SCc1ccc(OC)cc1	-1.9%	0.6%	.	10.6%	-8.2%	0.1%	-2.3%	-3.3%	14.4%	-2.8%
COc1ccc2nc3cc(Cl)ccc3c(Nc3cc(CN4CCCC4)c(O)c(CN4CCCC4)c3)c2n1	.	.	2.2	?	.	0.0%	.	-0.4%	.	?
CC(=O)NCCc1cnc[nH]1	43.0%	.	3.8	1.4%	4.0%	-0.2%	8.7%	-0.4%	11.3%	-1.9%
Cc1ccccc1OCCNc1cc(N2CCN(CCO)CC2)ccc1[N+](=O)[O-]	-41.4%	-3.1%	12.3	-0.6%	-1.7%	0.3%	-4.7%[46.1 µM]	4.5%	-50.0%[inhibitor]	12.8%
O=C(COc1ccc(Cl)cc1Cl)NCc1ccco1	10µM*	?	1.3	?	-1.8%	-0.4%	-2.4%	1.7%	24.2%	-1.8%
O=C(CCNS(=O)(=O)c1cccc2nsnc12)NCc1ccco1	-3.0%	4.4%	4.5	3.0%	0.1%	-0.4%	-37.8%	-5.6%	12.5%	12.5%
O=C(CCCN1C(=O)CSc2ncccc21)N1CCN(c2cccc(C(F)(F)F)c2)CC1	-20.9%	-18.1%	2.6	?	-1.9%	-0.1%	-2.9%	7.5%	-9.8%	5.7%
O=C(CC1C(=O)NCCN1C(=O)Nc1ccc(Cl)cc1)Nc1ccc(F)cc1 (stereo not given)	-5.8%	-8.9%	1.3	0.5%	-7.0%	-0.2%	6.0%	4.5%	-21.0%	10.5%
Cc1csc2nc(CNS(=O)(=O)c3ccc4c(c3)OCCO4)cn12	-20.5%	14.4%	0.4	-9.9%	-4.8%	0.0%	-14.1%	8.9%	14.4%	4.1%
O=C(NCCc1ccc2c(c1)OCCO2)c1ccccn1	?	?	21.2	?	-11.5%	-0.7%	7.8%	0.9%	-16.4%	-4.5%

Outcome played no part in choosing rows; 3.8% or so of the library scored in one or more.
